Screening results deposited in PubChem BioAssay by several laboratories.
SIAH1 antagonists – blockers of Siah-1 interaction with plectin peptide – biochemical, fluorescence polarization, rhodamine-plectin, uHTS, primary screen (AID 1817); one-dose displacement, % at 20 µM; IC50 in µM for titrated hits; 290,000 compounds, 0.02% hits; Siah-1 / rhodamine-plectin peptide fluorescence polarization; higher % means a stronger effect;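 active = displacement of at least 50% at 20 µM, with a fluorescence ratio check between 0.3 and a set limit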;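 also: plate controls were Siah plus tracer with DMSO for no effect and tracer alone without Siah for full effect; strong numbers were not always called active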
CSM14.1 death rescue – rescue of cells from ER stress-induced death, primary screen, 384-well, CSM14.1, thapsigargin, ATP luminescence (AID 1222); CSM14.1 thapsigargin-induced death rescue, ATP luminescence; higher % means a stronger effect; one-dose cellular ATP content (survival), % at 20 µM; EC50 in µM for titrated hits; 190,000 tested, under 10 active;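 active = EC50 below 50 µM in the dose-response confirmation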;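 also: death triggered by thapsigargin at about 15 µM added after 2 h compound pretreatment; cell ATP read after overnight thapsigargin exposure of roughly 18 to 22 hours; normalized against plate controls of thapsigargin alone and 5% DMSO vehicle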
XIAP antagonists – small molecules displacing peptide from XIAP – biochemical, IAP family, fluorescence polarization (AID 1018); XIAP BIR domain, fluorescence polarization peptide displacement; higher % means a stronger effect; one-dose displacement, % at 20 µM; IC50 in µM for titrated hits; 200,000 compounds, 0.007% hits; in the data active = displacement above about 50%; also: a part of the inactive calls stands beside numbers as strong as those of hits
M17LAP inhibition – P. falciparum M17LAP inhibitors, primary screen, biochemical, fluorogenic H-Leu-NHMec substrate, 1536-well (AID 1619); recombinant M17LAP, H-Leu-NHMec fluorogenic kinetic assay; higher % means a stronger effect; one-dose inhibition, % at 30 µM; IC50 in µM for titrated hits; 220,000 compounds, 0.38% hits;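 active = compound inhibiting the enzyme by more than half at any dose during confirmatory dose-response retesting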;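 also: plate controls were full reaction with DMSO carrier for no effect and no enzyme background for full effect; strong numbers were not always called active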
LYP inhibition – inhibitors of LYP phosphatase, biochemical, fluorescence intensity, uHTS (AID 1779). recombinant LYP phosphatase, fluorescence intensity; higher % means a stronger effect. inhibition, % at 11.5 µM, or IC50 in µM where a hit was titrated. 290,000 compounds, 0.054% hits;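 also: plate controls were vehicle with enzyme for no effect and no enzyme for full effect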
Hep lipid drop – modulators of hepatic lipid droplet formation; AML12 mouse hepatocytes, oleate lipid droplets, BODIPY imaging; inhibition, % at 6.5 µM; 240,000 compounds, 0.4% hits;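 active = lipid droplet intensity inhibited by at least 50%, with more than 500 cells counted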
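System: AML12 hepatocytes (mouse). Probe or stimulus: oleic acid at 100 µM to induce lipid droplet formation. Times: overnight treatment with compound plus oleate. Detection: Image-based BODIPY and DAPI two-channel analysis. Evaluation: percent inhibition of filter-corrected integrated lipid droplet intensity per well.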
NOD2 inhibition – NOD2 signaling inhibitors, cell-based, luminescence, uHTS, HEK293 (AID 1566). HEK293 NOD2/NF-kB luciferase reporter, luminescence; higher % means a stronger effect. inhibition, % at 4 µM, or EC50 in µM where a hit was titrated. 290,000 compounds, 0.63% hits; also: many of its hits are not listed in these tables
P. falciparum M1AAP – malaria alanyl aminopeptidase activity blockers – biochemical, fluorogenic H-Leu-NHMec substrate, 1536-well (AID 1445). recombinant M1AAP, H-Leu-NHMec fluorogenic kinetic assay; higher % means a stronger effect. inhibition, % at 30 µM; hits with a dose series show IC50 in µM. 220,000 compounds, 0.42% hits;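 active = primary inhibition above the hit cutoff, then over 50% inhibition at one or more dose response concentrations, cut at about 23% in these data, passing the limit was not always enough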;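 also: plate controls were DMSO full reaction for no effect and no enzyme background for full effect; strong numbers were not always called active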
AID2073 – disruptors of CaV2.2 binding to Mint1 – biochemical, HTRF (AID 2073) | HTRF protein-protein interaction, Mint1-CaV2.2; higher % means a stronger effect | inhibition, % at 20 µM; hits with a dose series show IC50 in µM | 290,000 compounds, 0.19% hits; in the data active = inhibition mostly above about 51%, no sharp cut-off; also: some results filed as inactive read as strong as hits
Hep lipid drop cells 6.5 µM – also measured in Hep lipid drop; calls as there; cell count; measured here: cell count, cytotoxicity flag;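 cells counted across two imaged fields per well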
The depositor's hits bear a star; / = no result given. Rule as the data show it, unless noted: active = inhibition above about 50%; inactive = the rest.

SMILES	SIAH1 antagonists	CSM14.1 death rescue	XIAP antagonists	M17LAP inhibition	LYP inhibition	Hep lipid drop	Hep lipid drop cells 6.5 µM	NOD2 inhibition	P. falciparum M1AAP	AID2073
CS(=O)(=O)/C(C#N)=C/c1c(-c2ccccc2)nc2n1CCS2	-2.6%	/	/	2.9%	-9.4%	-4.4	687	-2.2%	5.6%	13.8%
O=C(/C=C/Nc1ccc(OC(F)(F)F)cc1)C(F)(F)F	-0.8%	-0.6%	-4.5%	1.8%	-0.2%	/	/	17.8%	0.4%	-1.0%
COc1ccc(-c2nnc3sc(COc4ccccc4)nn23)cc1	-2.7%	1.7%	-1.5%	6.4%	2.6%	/	/	-0.9%	5.2%	-4.9%
CCOC(=O)CNC(=O)c1ccc2c(c1)OCCO2	0.4%	-1.5%	-4.6%	8.8%	-10.7%	/	/	-65.2%	-5.1%	-6.0%
CCCOc1cccc(-c2cc(C(=O)N/N=C/c3cccnc3)c3ccccc3n2)c1	4.3%	/	/	/	3.8%	-19.7	684	7.3%	/	8.1%
Nc1ccc(N2CCCCC2)c2nonc12	12.5%	6.7%	-5.9%	9.7%	-2.1%	0.4	718	2.3%	11.3%	-6.4%
O=C(COc1ccc(-n2cnnn2)cc1)Nc1ccccc1Cl	14.1%	/	/	/	-8.2%	4.5	812	3.3%	/	22.3%
CC1CN(C(=O)CSc2nnc(-c3ccncc3)n2-c2ccccc2)CC(C)O1 (stereo unspecified)	-2.3%	/	-4.6%	-0.9%	-1.2%	7.3	695	17.1%	17.9%	6.9%
C=CCn1c(CSCc2ccc(F)cc2)n[nH]c1=S	0.8%	/	/	/	-6.3%	-1.4	835	5.5%	/	-21.9%
O=C(Oc1ccc(Br)cc1C(=S)N1CCCC1)c1ccccc1F	5.9%	-0.9%	-4.0%	-3.7%	1.8%	-3.6	586	2.3%	22.5%	-15.2%
COc1ccc(NC(=O)C2CCCC2)cc1	3.7%	/	/	/	-8.3%	10.0	816	0.7%	/	1.1%
O=C(c1cc(Cl)cc(Cl)c1)N1CCC(=O)N(C(COCc2ccccc2)Cc2ccccc2)CC1 (stereo unspecified)	-8.9%	-0.5%	-4.2%	12.3%	-4.9%	-18.0	721	8.1%	-4.7%	-0.6%
Cc1cccc(CSCCNC(=O)c2ccc(CN3CCOCC3)cc2)c1	1.5%	-2.4%	-5.6%	26.8%	5.9%	5.2	657	2.4%	42.1%	-4.0%
CCCCn1c(NCc2cccs2)nc2ccccc21	0.5%	-2.9%	-8.5%	1.1%	-9.3%	0.1	582	3.8%	-2.0%	0.0%
Cc1ccc2nc(N3CC(=O)Nc4ccccc43)nc(-c3ccccc3)c2c1	2.9%	-0.2%	-1.9%	6.4%	2.5%	-0.6	517	-0.7%	-0.2%	11.4%
Cc1cc(C(=O)CSc2nc(N)cc(=O)[nH]2)c(C)n1CCc1ccc(Cl)cc1	-0.3%	-1.1%	-4.3%	-6.3%	-3.8%	-9.9	770	34.7%	2.0%	0.8%
C#CC[N+]1(CC#Cc2ccccc2)CCCCC1	11.1%	-0.9%	-8.7%	-4.5%	-6.0%	13.4	707	1.8%	-0.6%	-9.8%
O=C(O)c1cc(S(=O)(=O)Nc2cccc3ccccc23)c(Cl)cc1Cl	2.7%	/	/	/	-7.3%	-2.1	746	-15.4%	/	-2.9%
COc1ccc(CNC(=O)C2CCN(S(=O)(=O)c3cccc4nsnc34)CC2)cc1	2.2%	/	/	/	-3.6%	-15.0	712	16.6%	/	9.8%
COc1ccc(-c2oc3ccccc3c2C(=O)Oc2ccccc2)cc1	1.7%	/	/	/	-16.7%	/	/	18.9%	/	11.4%
O=C(NC1CCC(O)CC1)c1cccnc1Sc1ccccc1Cl (stereo unspecified)	12.6%	/	/	/	-6.3%	18.8	819	3.8%	/	-1.3%
CCOC(=O)CNC(=O)C1CCCc2c1[nH]c1ccc(Cl)cc21 (stereo unspecified)	-2.1%	-1.9%	-13.3%	/	-9.1%	7.2	692	15.5%	/	47.8%
Cc1ccc(C)c(NC(=O)CN(C)S(=O)(=O)c2ccc(F)cc2)c1	3.2%	-1.0%	-23.5%	13.4%	-0.6%	5.4	758	-8.6%	-0.3%	0.3%
Cc1cccc(CNC(=O)c2ccc(NC(=O)C3=CSCCO3)cc2)c1	1.4%	/	/	/	-5.2%	21.7	742	6.3%	/	7.9%
COc1nc(N(C#N)CC(N)=O)nc(N2CCCC2)n1	1.1%	-0.3%	-0.6%	5.7%	-4.2%	/	/	-1.7%	7.3%	24.0%

5 consecutive entries already listed:
SMILES	SIAH1 antagonists	CSM14.1 death rescue	XIAP antagonists	M17LAP inhibition	LYP inhibition	Hep lipid drop	Hep lipid drop cells 6.5 µM	NOD2 inhibition	P. falciparum M1AAP	AID2073
O=C(NC1CCC(O)CC1)c1cccnc1Sc1ccccc1Cl (stereo unspecified)	12.6%	/	/	/	-6.3%	18.8	819	3.8%	/	-1.3%
CCOC(=O)CNC(=O)C1CCCc2c1[nH]c1ccc(Cl)cc21 (stereo unspecified)	-2.1%	-1.9%	-13.3%	/	-9.1%	7.2	692	15.5%	/	47.8%
Cc1ccc(C)c(NC(=O)CN(C)S(=O)(=O)c2ccc(F)cc2)c1	3.2%	-1.0%	-23.5%	13.4%	-0.6%	5.4	758	-8.6%	-0.3%	0.3%
Cc1cccc(CNC(=O)c2ccc(NC(=O)C3=CSCCO3)cc2)c1	1.4%	/	/	/	-5.2%	21.7	742	6.3%	/	7.9%
COc1nc(N(C#N)CC(N)=O)nc(N2CCCC2)n1	1.1%	-0.3%	-0.6%	5.7%	-4.2%	/	/	-1.7%	7.3%	24.0%

Later entries.
SMILES	SIAH1 antagonists	CSM14.1 death rescue	XIAP antagonists	M17LAP inhibition	LYP inhibition	Hep lipid drop	Hep lipid drop cells 6.5 µM	NOD2 inhibition	P. falciparum M1AAP	AID2073
OC(CCN1CCOCC1)c1ccccc1 (stereo unspecified)	4.8%	/	/	/	-15.3%	8.5	805	4.0%	/	-1.7%
CCC(c1n[nH]c(=S)n1-c1ccccc1)N(C)C (stereo unspecified)	-1.4%	6.1%	-0.1%	-13.2%	-7.6%	-14.0	534	17.4%	-7.5%	-24.2%
CCOC(=O)C1(C)NC(c2cccs2)C2C(=O)N(c3ccc(C)cc3)C(=O)C21 (stereo unspecified)	-1.9%	-0.3%	-2.9%	-0.6%	2.9%	0.2	756	9.7%	-2.1%	12.2%
CN1CCN(CC(O)COC(c2ccc(Cl)cc2)c2ccc(Cl)cc2)CC1 (stereo unspecified)	-0.1%	/	/	/	-10.7%	/	/	-18.7%	/	-1.0%
CC(Oc1ccc(Cl)cc1)c1ccnn1S(=O)(=O)c1ccccc1 (stereo unspecified)	1.5%	-0.9%	-18.1%	5.2%	-1.2%	/	/	12.5%	-0.8%	-4.8%
COc1ccccc1C(OC(=O)c1ccco1)C(=O)NCc1ccc(F)cc1 (stereo unspecified)	-0.4%	/	/	/	-7.0%	9.5	777	-8.1%	/	-3.7%
CC(=O)NC(Cc1ccccc1F)C(=O)NC1CCN(S(=O)(=O)c2ccccc2)CC1 (stereo unspecified)	10.1%	/	/	/	-11.4%	-17.9	703	9.1%	/	-4.6%
O=C(Nc1ccc(C(=O)O)cc1)/C(=C\c1ccc([N+](=O)[O-])cc1)NC(=O)c1ccc(Br)cc1	0.5%	0.5%	-5.5%	55.1%	9.7%	-23.5	688	0.9%	13.5%	34.5%
COc1cc(NC(=O)c2cccnc2Sc2ccc(C)c(C)c2)cc(OC)c1OC	-0.3%	-1.2%	-8.3%	-6.9%	-7.5%	-10.1	631	13.0%	-3.5%	49.4%
O=C(c1cccs1)N(c1ccc(F)cc1)C1C=CS(=O)(=O)C1 (stereo unspecified)	13.2%	-0.6%	-5.2%	-3.0%	4.2%	-6.4	708	-2.1%	-2.6%	12.4%
CCOC(=O)CC1CCCCN1C(=O)CCCn1nnnc1CN1CCC(C)CC1 (stereo unspecified)	1.4%	/	/	/	-11.4%	-8.1	835	-4.5%	/	-4.6%
COc1ccc(OC)c(CNS(=O)(=O)c2c(C)nc3scc(C)n3c2=O)c1	3.3%	/	/	/	-0.4%	-12.2	694	4.8%	/	6.6%
CCOC(=O)CC1=NN(c2ccccc2)C(=O)/C1=C\c1ccc(N(C)C)cc1	-4.0%	-1.6%	-6.9%	-28.6%	2.3%	6.7	672	8.3%	9.1%	3.8%
CCSc1nnc(NC(=O)[C@@H](NC(=O)c2ccccc2F)C(C)C)s1	5.7%	1.1%	-5.9%	30.8%	-1.8%	0.3	657	8.4%	2.0%	3.9%
O=C(COC(=O)C12CC3CC(CC(O)(C3)C1)C2)NC12CC3CC(CC(C3)C1)C2	2.3%	/	-3.5%	7.5%	-0.6%	-2.0	745	17.9%	13.5%	0.3%
Cc1cccc(N(CC(=O)NCc2ccc(F)cc2)C(=O)c2csnn2)c1C	-1.5%	0.7%	-11.8%	-4.4%	-3.5%	-18.1	732	-0.6%	-0.4%	-3.6%
CC(C)(C)OC(=O)NCCc1nnc(SCc2ccc(Cl)cc2)o1	-0.9%	3.5%	-7.1%	3.0%	-9.0%	-1.7	764	-8.3%	-0.6%	-7.6%
O=c1c2ccccc2nc2n1CCC2O (stereo unspecified)	-0.3%	-3.0%	-1.3%	-0.2%	-11.6%	-1.4	729	5.4%	5.4%	-1.3%
CC(C)COC(=O)n1ccc(C(=O)N2CCCCC2)n1	-4.1%	-0.5%	-6.2%	0.5%	-13.0%	/	/	20.8%	-0.1%	10.8%
CCOC(=O)c1c(C)nn(-c2ccc(NC(=O)CSCC(=O)O)cc2)c1C	5.9%	/	/	1.6%	-1.5%	-3.8	697	13.3%	-2.2%	-13.6%
O=C(CC(c1ccccc1)c1ccccc1)Nc1ccc(O)cc1	-2.7%	/	/	/	-12.7%	-3.6	819	-8.9%	/	8.4%
Cc1ccc(C(C)C)cc1S(=O)(=O)Nc1cccnc1	-3.0%	/	/	/	-8.7%	3.5	844	-2.2%	/	4.9%
O=C(Nc1ccccc1N1CCOCC1)c1ccc(Cl)c(S(=O)(=O)NCc2ccco2)c1	-2.2%	-1.2%	-8.5%	1.4%	-1.5%	-16.9	675	-1.1%	6.9%	-3.0%
CCc1nnc(NC(=O)CSC(=S)N2CCOCC2)s1	0.4%	/	/	/	-5.7%	0.5	811	17.6%	/	-9.1%
CC1C=CCC2C(=O)N(c3cccc(C(=O)N4CCN(c5ccc(F)cc5)CC4)c3)C(=O)C12 (stereo unspecified)	6.2%	0.4%	-0.7%	1.0%	0.3%	-17.2	690	0.7%	5.4%	16.3%
Cc1sc2nc(SCC(=O)Nc3ccc(S(=O)(=O)NCCCC(=O)O)cc3)[nH]c(=O)c2c1C	0.5%	-1.0%	-3.3%	29.0%	-2.3%	0.0	755	-0.4%	15.6%	1.6%

The list is partial (hit frequency here may not be typical).
